# Assay outcomes (PubChem BioAssay)
# M5 antag = CHRM5 antagonism in calcium assay; actives 0.59% (n = 360,000); AID 624040; inhibition, % at 3 µM; P08912; CHO-hM5 cells, Fluo-8 calcium fluorescence, ACh EC80;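 active = inhibition above a per-plate cutoff, the mean of that plate's test compounds plus 3 SD, cut at about 27% in these data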;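 note: 0% = acetylcholine EC80 with DMSO and 100% = DMSO without agonist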
# Target sequence (P08912 whole entry, looked up): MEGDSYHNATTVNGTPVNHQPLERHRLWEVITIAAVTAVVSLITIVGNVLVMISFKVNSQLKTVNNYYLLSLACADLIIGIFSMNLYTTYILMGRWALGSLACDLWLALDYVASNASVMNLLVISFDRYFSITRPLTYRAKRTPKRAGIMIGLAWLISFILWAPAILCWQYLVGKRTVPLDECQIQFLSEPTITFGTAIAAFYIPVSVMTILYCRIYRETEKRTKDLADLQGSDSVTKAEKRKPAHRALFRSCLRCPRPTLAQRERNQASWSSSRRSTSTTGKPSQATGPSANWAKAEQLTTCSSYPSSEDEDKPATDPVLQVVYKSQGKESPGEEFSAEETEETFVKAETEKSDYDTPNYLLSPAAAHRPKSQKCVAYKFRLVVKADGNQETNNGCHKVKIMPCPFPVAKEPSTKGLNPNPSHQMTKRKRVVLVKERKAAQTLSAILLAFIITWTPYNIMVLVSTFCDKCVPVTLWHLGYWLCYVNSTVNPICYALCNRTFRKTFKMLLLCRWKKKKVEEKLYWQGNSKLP
# CRFBP-R2 agonist = agonists of human CRF-binding protein/CRF-R2 receptor complex; activation, % at 13.2 µM; actives 0.46% (n = 350,000); AID 588473; HEK293 CRF-R2/CRF-BP, calcium dye fluorescence (FLIPR); percent of saturating CRF peptide response;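 active = activation of at least 50%, plus an integration ratio under a set limit after plate pattern correction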;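 note: plate controls were neutral control wells without compound for no effect and CRF at EC100 for full effect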
# CRFBP-R2 block = CRF-BP/CRF-R2 complex antagonism; HEK293 CRF-R2/CRF-BP, CRF-induced calcium fluorescence; inhibition, % at 11.8 µM; actives 0.59% (n = 350,000);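 active = inhibition of the ligand-induced calcium signal above about 50% at the single tested concentration, limit read from the data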
# TAAR1 antag = human TAAR1 antagonism. CHO RD-HGA16 TAAR1, Fluo-8 calcium fluorescence, antagonist. inhibition, % at 3 µM. actives 1.5% (n = 360,000). AID 624466;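 active = inhibition above a per-plate cutoff, the mean inhibition of test compounds on that plate plus 3 SD, cut at about 49% in these data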;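 note: 0% = DMSO plus EC80 beta-PEA response and 100% = DMSO alone without agonist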
# Target sequence (Q96RJ0 whole entry, looked up): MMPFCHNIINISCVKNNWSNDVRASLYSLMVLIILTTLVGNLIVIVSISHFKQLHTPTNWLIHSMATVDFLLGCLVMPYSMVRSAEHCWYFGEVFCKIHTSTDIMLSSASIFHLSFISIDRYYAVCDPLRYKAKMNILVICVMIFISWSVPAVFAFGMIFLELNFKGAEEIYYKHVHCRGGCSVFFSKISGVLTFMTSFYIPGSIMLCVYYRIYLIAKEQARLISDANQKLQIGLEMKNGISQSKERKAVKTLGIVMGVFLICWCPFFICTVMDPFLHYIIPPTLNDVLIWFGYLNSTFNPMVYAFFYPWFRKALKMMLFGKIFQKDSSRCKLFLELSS
#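 Test system: CHO RD-HGA16 cells bearing hTAAR1 | Reagent: β-PEA, EC80 | Compound dosing: 3 µM, single point | Schedule: Dye loading 75 min at 37 °C, then 30 min room temperature | Signal: Calcium fluorescence with Fluo-8 | Evaluation: Percent inhibition of PEA-evoked calcium signal, max/basal emission ratio | Control set: DMSO-only wells and EC80 β-PEA-stimulated wells | Repeats: Singlicate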
# CHRM5 agonist = CHRM5 agonism in calcium assay; AID 624037; actives 0.19% (n = 360,000); CHO-K1 hM5 cells, Fluo-8 calcium fluorescence; 0% DMSO wells, 100% maximal acetylcholine response; P08912; activation, % at 3 µM;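 active = activation above the run's mean over test compounds plus 3 SD, cut at about 23% in these data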;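 note: signal is peak over basal fluorescence ratio across the kinetic read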
# TAAR1 agonist = human TAAR1 agonism. CHO RD-HGA16 TAAR1, Fluo-8 calcium fluorescence; vehicle wells 0%, saturating PEA agonist 100%. actives 0.99% (n = 360,000). activation, % at 3 µM. AID 624467;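 active = activation above the mean activation of all test compounds in the run plus 3 SD, cut at about 38% in these data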
#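 Signal – calcium-sensitive Fluo-8 signal, excitation 470-495, emission 515-575 nm · System – RD-HGA16 (CHO) cells co-expressing Gα16 and hTAAR1 · Incubation – 17-24 h seeding, 75 min 37 °C dye, 30 min RT · Compound dosing – 3 µM single concentration · Repeats – no replicates (n 1)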
# CHO-K1 Ca PAM = nonselective activator or artifact in parental CHO-K1 calcium assay. ATP EC20, Fluo-8 calcium fluorescence; 0% at ATP EC20, 100% at ATP max. activation, % at 3 µM. actives 0.02% (n = 360,000). AID 602247;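 active = activation above the run cutoff, the mean activation of all test compounds plus 3 SD, cut at about 40% in these data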;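 note: peak over basal fluorescence ratio in a 140 s read after ATP addition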
# M5 PAM = potentiates acetylcholine response at human M5 receptor; activation, % at 3 µM; P08912; actives 0.3% (n = 360,000); AID 624038; CHO-K1 hM5, Fluo-8 calcium, ACh EC20 PAM; 0% = ACh EC20, 100% = ACh EC100;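 active = activation above the run cutoff, the mean activation of all test compounds plus 3 SD, cut at about 18% in these data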
#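 System – CHO-K1 hM5 cells · Compound – 3 µM, single dose · Incubation – compound preincubation 140 s before EC20 acetylcholine addition · Technique – Fluo-8 calcium fluorescence · Measure – Max/basal fluorescence ratio as % of EC20–EC100 ACh window · Benchmarks – low control EC20 acetylcholine (0%), high control EC100 acetylcholine (100%) · Replication – singlicate, one well per test compound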
# M4 PAM = positive allosteric modulators of human muscarinic M4 receptor. P08173. CHO-K1 hM4/Gqi5, Fluo-8 calcium fluorescence, ACh EC20; 0% = ACh EC20, 100% = maximal ACh. activation, % at 3 µM. actives 0.4% (n = 360,000). AID 624126;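 active = activation above its plate's cutoff, the mean activation of sample wells plus 3 SD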; note: some results filed as inactive read as strong as hits
# * marks the source's active call; other numbers are inactive results; x = no result given.
SMILES,M5 antag,CRFBP-R2 agonist,CRFBP-R2 block,TAAR1 antag,CHRM5 agonist,TAAR1 agonist,CHO-K1 Ca PAM,M5 PAM,M4 PAM
CC(Oc1ccccc1)C(=O)OCC(=O)N1CC(=O)Nc2ccccc21 (stereo not drawn),0.2,1.7,-10.4,3.0,-2.8,5.3,14.3,3.8,-5.5
C1=C(c2sc3ccccc3c2-c2ccc(OCCN3CCOCC3)cc2)CCCC1,-1.4,2.9,3.1,3.9,2.5,5.8,15.0,7.9,5.0
COc1ccc(/C=C2\SC(=S)N(CCC(=O)Nc3cccc(O)c3)C2=O)cc1OC,2.9,9.0,-12.3,0.1,-2.5,0.3,5.8,2.5,-1.7
CC1(C(=O)NCc2cccnc2)CCC(=O)N1Cc1cccs1 (stereo not drawn),-2.7,0.7,-3.6,-6.1,1.6,0.0,1.6,-5.0,2.0
CSc1nncc(/C(C)=N\Nc2ccccc2)n1,2.1,-2.8,-4.0,0.0,-1.2,0.7,-3.0,-5.4,14.6
O=C(c1ccco1)N1CCN(c2ncccn2)CC1,-0.3,-0.7,14.9,-9.2,1.8,0.8,6.7,3.2,4.2
CCCCc1cc(=O)oc2c(C)c(OCC(=O)N3CCC(C(N)=O)CC3)ccc12,2.3,-1.3,15.8,9.9,1.1,2.6,11.2,-0.2,2.8
CCc1nnc(NC(=O)CCC(=O)NCC2CCCO2)s1 (stereo not drawn),-1.4,0.6,3.6,-14.3,0.5,2.1,-6.2,5.5,-2.3
COCCn1cnc2c1c(=O)n(CC(=O)NC1CCCCC1)c(=O)n2Cc1ccccc1,0.5,-2.5,9.8,3.8,0.3,0.1,9.6,3.6,0.9
COc1ccc2oc(=O)c(C(=O)NCc3ccc4c(c3)OCO4)cc2c1,1.5,0.4,0.1,-3.2,-1.7,10.9,16.4,-0.2,19.1
Cc1c(C)c2ccc(OCC(=O)Nc3nccs3)cc2oc1=O,-5.8,0.1,11.4,-0.7,-0.4,4.5,-5.4,-0.4,-2.4
C=CCNC(=O)c1ccc(CN2CCC(Cc3ccccc3)CC2)cc1,-5.5,1.8,-9.6,1.4,-23.1,2.4,22.8,-18.6,-16.4
COCC(=O)N1CCC(n2nnc3cc(C(F)(F)F)ccc32)CC1,11.9,-1.9,14.4,-3.6,0.2,1.8,-10.0,-7.7,1.9
Cc1c(NC(=O)COC(=O)c2ccc(S(=O)(=O)N3CCOCC3)cc2)c(=O)n(-c2ccccc2)n1C,-8.0,-0.3,2.4,-17.3,1.8,0.8,15.9,8.1,3.1
COc1cc(-c2nc3n(c(=O)c2C#N)CCS3)cc(OC)c1OC,1.9,-0.2,5.9,-17.4,-0.7,8.1,18.1,0.9,-1.6
Cc1nn(Cc2ccc(F)cc2)c(C)c1NC(=O)c1cc2ncc(Br)cn2n1,5.1,-0.2,1.4,-12.4,-0.8,1.1,4.3,-2.0,0.9
CS(=O)(=O)N(CCc1ccccc1)CC(=O)N1CCCCC1,-2.3,2.9,-7.9,5.0,-11.4,1.6,-0.1,-6.1,-4.7
CCC(=O)N1CCc2cc(S(=O)(=O)CCC(=O)N3CCCC(C)C3)ccc21 (stereo not drawn),1.0,1.4,4.4,-43.3,-0.8,2.4,-4.0,0.4,2.6
O=c1cc(-c2ccccc2)nc(N2CCN(Cc3ccccc3)CC2)[nH]1,-2.5,0.6,-16.3,-16.1,-1.9,11.7,16.0,-5.0,0.2
Cn1c(-c2cccc([N+](=O)[O-])c2)cnc1NCc1cccc(F)c1,1.5,-2.0,8.4,0.7,-21.0,0.4,12.1,-1.5,-5.1
O=C(CNCc1cccnc1)Nc1cc(C(F)(F)F)ccc1N1CCOCC1,-5.7,-1.9,22.3,-4.8,-5.1,2.2,17.1,2.0,4.4
Cc1noc(NS(=O)(=O)c2ccc(NC(=O)COc3ccc(Cl)cc3Cl)cc2)c1C,-8.3,-0.7,37.2,-5.4,10.7,7.9,27.7,13.9,16.2
C=CCOc1ccc(/C=C2/C(=O)ON=C2C)cc1OCC,-2.1,2.0,-0.2,25.7,0.2,32.9,11.0,-0.2,8.4
O=C(Nc1cccc(S(=O)(=O)N2CCOCC2)c1)c1ccc2c(=O)n3c(nc2c1)CCCCC3,10.7,-0.3,-2.0,51.3*,-3.8,15.8,-14.2,-12.0,-12.9
O=C(Nc1ccc(N2CCOCC2)cc1N1CCOCC1)c1ccc(Cl)cc1,-1.9,1.1,-19.6,-8.4,-0.6,0.6,-6.6,-1.2,-0.9

# Marked active in TAAR1 antag, of those listed so far:
SMILES	M5 antag	CRFBP-R2 agonist	CRFBP-R2 block	TAAR1 antag	CHRM5 agonist	M5 PAM	M4 PAM
O=C(Nc1cccc(S(=O)(=O)N2CCOCC2)c1)c1ccc2c(=O)n3c(nc2c1)CCCCC3	10.7	-0.3	-2.0	51.3*	-3.8	-12.0	-12.9

# Limited to M4 PAM, TAAR1 antag and CRFBP-R2 agonist, for four of the compounds above:
SMILES | M4 PAM | TAAR1 antag | CRFBP-R2 agonist
COc1ccc2oc(=O)c(C(=O)NCc3ccc4c(c3)OCO4)cc2c1 | 19.1 | -3.2 | 0.4
CSc1nncc(/C(C)=N\Nc2ccccc2)n1 | 14.6 | 0.0 | -2.8
Cc1c(C)c2ccc(OCC(=O)Nc3nccs3)cc2oc1=O | -2.4 | -0.7 | 0.1
O=C(Nc1cccc(S(=O)(=O)N2CCOCC2)c1)c1ccc2c(=O)n3c(nc2c1)CCCCC3 | -12.9 | 51.3* | -0.3

# Continuation:
SMILES,M5 antag,CRFBP-R2 agonist,CRFBP-R2 block,TAAR1 antag,CHRM5 agonist,TAAR1 agonist,CHO-K1 Ca PAM,M5 PAM,M4 PAM
CCOC(=O)c1sc(NC(=O)Nc2ccc(Cl)cc2)cc1C,38.0*,1.7,15.2,82.5*,7.2,12.9,-5.0,-27.1,-16.1
COc1cc(N)c(Cl)cc1C(=O)OCC(=O)N1c2ccccc2NC(=O)C1(C)C,19.5,-1.7,-4.5,32.9,2.6,6.7,-3.4,-17.0,-2.6
CCc1nc(SCC(=O)NCC2CCCO2)c2oc3ccccc3c2n1 (stereo not drawn),-5.3,-1.3,-5.5,-7.0,0.8,18.0,-5.5,5.7,19.8
Cc1ccc(C(C)C)c(OCC(=O)NNC(=O)C(C(C)C)N2C(=O)c3ccccc3C2=O)c1 (stereo not drawn),5.4,0.8,-41.0,14.3,3.4,14.3,17.4,-9.7,0.3
CC(/C=N/NC(=O)c1ccc(Cn2cc([N+](=O)[O-])cn2)o1)=C\c1ccccc1,3.8,3.1,6.5,4.2,-1.6,9.9,-0.8,-3.7,-5.9
C[C@H](CO)N1C[C@H](C)[C@@H](CN(C)S(=O)(=O)c2ccccc2)Oc2c(NC(=O)Cc3ccccc3)cccc2C1=O,6.5,-1.5,2.0,13.5,-3.0,5.4,11.6,4.7,6.1
Cc1nn(C)c(N)c1[N+](=O)[O-],13.3,-0.9,10.6,-57.8,1.4,0.5,10.7,-10.0,-24.4
CC1(c2ccccc2)NC(=O)N(CC(=O)NCc2ccc3c(c2)OCO3)C1=O (stereo not drawn),-7.8,-0.2,2.6,5.9,-1.7,-2.5,7.0,3.0,-0.8
O=S(=O)(NCCc1nnc2ccc(SCc3cccnc3)nn12)c1ccccc1,-2.3,-0.5,6.1,8.2,-8.4,6.1,18.6,6.0,1.4
Cc1cccc(OCC(=O)O/N=C(\N)c2ccccn2)c1C,-3.2,0.3,-0.5,1.6,-6.1,13.5,7.3,0.3,0.2
Cc1cccc(OCCCC(=O)Nc2ccc(S(=O)(=O)Nc3ncccn3)cc2)c1C,2.1,-1.1,-13.1,-31.8,-3.4,0.1,20.4,1.7,4.8
Cc1cc(Cl)ccc1OCCCC(=O)N1CCN(S(=O)(=O)c2ccccc2)CC1,-0.5,5.5,4.1,4.9,4.1,4.0,-2.8,-3.5,-3.1
CCOc1ccc(-c2nc3c(s2)CCc2onc(-c4ccc(OC)cc4)c2-3)cc1,5.2,-0.4,-4.8,9.3,2.0,6.6,12.6,7.8,15.9
CC(C)c1c(C(=O)N/N=C/c2ccc(C(F)(F)F)cc2)nnn1-c1nonc1N,-13.4,17.4,-79.5,79.2*,19.6,149.7*,36.3,16.1,10.8
CCc1c(Nc2ccccc2Cl)nc(N)[nH]c1=O,6.8,-1.3,-3.9,3.7,1.4,2.3,14.9,5.4,3.4
C[C@@H]1C=C(C(=O)N2CCN(Cc3ccccc3)CC2)O[C@H](OCc2ccc(CO)cc2)C1,9.4,0.5,1.7,16.1,-2.7,9.9,-14.8,-9.6,1.3
NC(=O)c1ccsc1NC(=O)C1CCCCC1,0.2,0.8,6.6,-21.7,1.8,-0.2,1.4,1.3,3.5
COc1ccc(CNC(=O)CCn2nc(C)c3c(C)n(-c4ccccc4)nc3c2=O)c(OC)c1,12.8,-1.1,-0.4,-13.3,-2.4,-0.1,5.2,-2.1,-3.6
C=CCNC(=S)NNc1ncnc2sc3c(c12)CC(C)(C)OC3,3.6,0.7,31.9,-11.2,0.2,7.0,22.4,-6.0,14.5
COc1ccc(NC(=O)c2c(N)no[n+]2[O-])cc1,2.4,-0.8,2.6,-7.5,0.2,1.8,5.4,0.7,-4.0
CCCCC1C2=C(CC(C)(C)CC2=O)OC2=C1C(=O)CC(C)(C)C2,7.4,-1.3,-17.0,-38.9,-2.0,11.7,2.8,-0.6,-6.9
CCCC(=O)N(CCN(Cc1ccccc1)C(=O)CCC)Cc1ccccc1,-14.1,1.5,-16.0,11.6,-4.5,5.4,16.3,-7.1,1.8
O=[N+]([O-])c1ccc(N2CCCCC2)s1,15.1,2.1,-1.9,-16.6,-6.0,-0.6,14.0,-2.5,-7.2
Cc1ccc(NC(=O)c2ccnc(C(C)(C)C)c2)cc1,-3.4,2.3,-24.7,9.8,-3.0,3.6,20.0,16.4,-0.1
CO/N=C/NC(=O)c1c(OC)ccnc1Oc1ccc(Cl)cc1,1.5,2.9,-70.7,2.5,2.7,4.1,5.6,-2.8,4.2
Cc1cccc(NC(=S)NCCSc2ccc(Cl)cc2)c1,22.1,4.0,3.9,11.9,-5.0,2.8,-12.2,-22.4,-15.8
C=CC1=C(C(=O)O)N2C(=O)C(NC(=O)Cc3ccccc3)C2SC1 (stereo not drawn),-5.0,0.3,0.2,1.7,4.9,-2.7,23.6,1.3,9.9
Cc1cccnc1C(NC(=O)C1CCN(Cc2ccc(Cl)cc2)CC1)c1ccc(F)cc1 (stereo not drawn),0.4,x,x,-1.5,-2.5,1.6,4.4,-6.5,-5.7
Oc1ccc(CN2CCCCC2)c2cccnc12,-7.6,0.5,-17.0,-7.9,0.4,0.2,9.4,6.2,3.0
O=C(c1cc([N+](=O)[O-])ccc1Cl)N1CCN(Cc2ccc3c(c2)OCO3)CC1,-6.4,-4.5,11.7,4.0,-1.7,5.0,-11.4,-6.9,-5.2
